# Screening data deposited in PubChem BioAssay by several laboratories.
# Mtb FBA inh = inhibitors of M. tuberculosis fructose-bisphosphate aldolase; AID 588726; purified M. tuberculosis FBA, fluorescence read-out; P9WQA3; inhibition, % at 1 µM; 2.3% of 360,000 active; in the data active means inhibition above about 27%;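 further: 0% = vehicle and 100% = reference inhibitor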
# Target sequence (P9WQA3 whole entry, looked up): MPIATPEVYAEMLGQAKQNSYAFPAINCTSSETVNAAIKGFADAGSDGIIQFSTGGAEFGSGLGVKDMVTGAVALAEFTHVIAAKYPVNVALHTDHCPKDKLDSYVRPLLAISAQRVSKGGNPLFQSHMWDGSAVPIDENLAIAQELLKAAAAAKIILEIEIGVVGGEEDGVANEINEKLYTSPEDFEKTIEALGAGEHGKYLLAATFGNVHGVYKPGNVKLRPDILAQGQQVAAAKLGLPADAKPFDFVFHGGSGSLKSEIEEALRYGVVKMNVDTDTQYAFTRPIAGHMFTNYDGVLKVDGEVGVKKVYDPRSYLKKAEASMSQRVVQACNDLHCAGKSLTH
# CCHF vOTU inh = blocks the CCHF virus ovarian tumor domain protease. CCHFV vOTU protease, Pep-AMC fluorescence. inhibition, % at 11.5 µM. 0.55% of 370,000 active; further: 0% = vehicle wells with enzyme and 100% = no enzyme wells
# Mtb BioA inh = inhibitors of Mycobacterium tuberculosis BioA enzyme | inhibition, % at 9.99 µM | 0.096% of 360,000 active | AID 602481 | purified M. tuberculosis BioA enzyme, plate reader; in the data active means inhibition above about 40%; inconclusive means no clear call, values can overlap the other calls
# GDH-TPI inh = GDH-TPI coupled enzyme inhibition counter-screen; GDH-TPI coupled enzyme counterscreen, NADH absorbance; inhibition, % at 4.8 µM; 1.2% of 360,000 active; AID 588335;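 further: 0% = DMSO wells and 100% = wells lacking the enzyme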
# Mtb UGM inh = blocks M. tuberculosis UGM enzyme | P9WIQ1 | purified UGM, fluorescence polarization probe displacement | inhibition, % at 10 µM | 0.06% of 320,000 active | AID 504406; in the data active means inhibition above about 10%, passing the limit was not always enough; inconclusive means no clear call, values can overlap the other calls
# Rv3671c inh = inhibits the M. tuberculosis serine protease Rv3671c; inhibition, % at 5.96 µM; 0.048% of 320,000 active; P9WHR9; in the data active means inhibition above about 38%;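 further: extracellular domain of Rv3671c used as enzyme; 0% = enzyme with DMSO and 100% = no enzyme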
# Target sequence (P9WHR9 whole entry, looked up, the tested form may be a part): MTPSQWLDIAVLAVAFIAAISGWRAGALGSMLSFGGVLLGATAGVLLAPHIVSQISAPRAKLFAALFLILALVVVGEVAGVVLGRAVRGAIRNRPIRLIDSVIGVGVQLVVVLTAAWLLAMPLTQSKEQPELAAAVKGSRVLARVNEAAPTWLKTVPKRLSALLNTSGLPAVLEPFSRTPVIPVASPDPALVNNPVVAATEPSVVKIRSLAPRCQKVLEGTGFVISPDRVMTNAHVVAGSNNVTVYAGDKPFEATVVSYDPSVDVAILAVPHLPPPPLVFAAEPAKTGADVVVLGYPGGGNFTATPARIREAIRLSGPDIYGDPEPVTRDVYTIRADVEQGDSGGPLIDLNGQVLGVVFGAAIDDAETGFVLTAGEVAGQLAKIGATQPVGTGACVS
# VHR inh abs = DUSP3 (human) phosphatase inhibition. P51452. recombinant VHR phosphatase, pNPP absorbance. inhibition, % at 13.3 µM. 0.52% of 290,000 active; in the data active means inhibition above about 50%; further: some compounds called inactive have numbers as strong as hits
# Target sequence (P51452 whole entry, looked up): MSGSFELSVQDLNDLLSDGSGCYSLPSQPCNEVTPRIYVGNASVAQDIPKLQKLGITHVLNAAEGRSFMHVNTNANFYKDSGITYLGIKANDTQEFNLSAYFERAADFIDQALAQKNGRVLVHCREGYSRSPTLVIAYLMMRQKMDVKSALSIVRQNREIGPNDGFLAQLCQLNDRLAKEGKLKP
# FadD28 FP inh = blocks FadD28 binding to the bisubstrate probe; 0.22% of 360,000 active; AID 588549; inhibition, % at 12.5 µM; fluorescence polarization; in the data active means inhibition above about 8.5%, passing the limit was not always enough; inconclusive means no clear call, values can overlap the other calls
# BoNT F protease = inhibitors of Botulinum neurotoxin F light chain protease; inhibition, % at 10 µM; Multiplex microsphere protease cleavage assay, flow cytometry; AID 588497; 0.22% of 360,000 active; in the data active means inhibition above about 35%, passing the limit was not always enough; inconclusive means no clear call, values can overlap the other calls; further: plate controls were buffer without enzyme for full effect and enzyme alone for no effect
# MazF activator = increases E. coli MazEF RNase cleavage of RNA. P0AE70. FAM/BHQ RNA-DNA oligo cleavage fluorescence, 5 h. activation, % at 20 µM. 0.32% of 350,000 active. AID 504720; in the data active means activation above about 50%
# Target sequence (P0AE70 whole entry, looked up): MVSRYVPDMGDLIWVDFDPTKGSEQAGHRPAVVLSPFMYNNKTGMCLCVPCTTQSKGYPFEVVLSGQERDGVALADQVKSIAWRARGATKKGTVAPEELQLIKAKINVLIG
# Numbers without * were called inactive; ? = inconclusive; nt = not tested or not shown. Unless noted, no stated cut-off is given here; in the data, active means inhibition above about 30%; inactive means the rest.
1. Cc1ccccc1N1CCN(C2CCCN(C(=O)c3cnsn3)C2)CC1 (stereo not drawn)
2. CCOC(=O)c1sc(NC(=O)CCCCl)nc1C
3. Cc1oncc1C(=O)Nc1cccc2ccccc12
4. O=C(CCl)Nc1cn(-c2ccccc2)nc1-c1ccc(F)cc1
5. Cc1cccc(NC(=O)c2ccc(NCCO)c([N+](=O)[O-])c2)n1
6. Cc1ccc(CN2CCN(CCC(C)C)C(CCO)C2)s1 (stereo not drawn)
7. CCOc1ccccc1-n1c(COc2ccccc2)nnc1SCC(N)=O
8. COc1ccccc1NS(=O)(=O)c1cc(NC(=O)c2cnccn2)ccc1N1CCOCC1
9. O=C(Nc1ccc(C(=O)O)cc1)/C(=C\C=C\c1ccccc1)NC(=O)c1cccc(Br)c1
10. Cn1c(=O)c2c(ncn2CCCc2ccccc2)n(C)c1=O
compound no.	1	2	3	4	5	6	7	8	9	10
Mtb FBA inh	0.9	-0.3	0.9	1.5	-3.3	7.7	-1.2	-1.1	-2.7	-1.1
CCHF vOTU inh	0.1	-5.7	17.5	13.8	3.3	2.7	-6.7	-5.3	29.9*	-2.4
Mtb BioA inh	-0.8	nt	-2.3	nt	nt	nt	5.7	9.3	nt	1.1
GDH-TPI inh	3.4	-6.5	9.1	1.3	9.0	10.1	2.0	16.5	42.1*	-8.3
Mtb UGM inh	-0.3	-0.9	nt	-0.1	-0.8	-1.2	-3.6	0.1	3.8	-1.4
Rv3671c inh	6.3	-8.4	nt	5.3	-4.0	4.4	-9.3	-5.5	-28.6	2.6
VHR inh abs	-2.2	1.5	29.0	18.5	-3.1	-3.9	18.0	-0.7	-6.0	41.4
FadD28 FP inh	-3.5	2.3	-1.8	-0.4	-0.2	0.4	-2.2	-2.0	-5.2	-0.9
BoNT F protease	-3.7	-3.0	?	-0.7	10.1	-0.9	6.4	-10.6	1.3	4.1
MazF activator	2.2	0.5	-4.7	9.0	10.4	5.2	1.9	-13.0	-7.0	-4.7

# Seven of these compounds, set out differently.
# Under each structure – Mtb FBA inh	CCHF vOTU inh	Mtb BioA inh	GDH-TPI inh	Mtb UGM inh	Rv3671c inh	VHR inh abs	FadD28 FP inh	BoNT F protease	MazF activator
[1] Cc1ccccc1N1CCN(C2CCCN(C(=O)c3cnsn3)C2)CC1 (stereo not drawn)
    0.9	0.1	-0.8	3.4	-0.3	6.3	-2.2	-3.5	-3.7	2.2
[2] CCOC(=O)c1sc(NC(=O)CCCCl)nc1C
    -0.3	-5.7	nt	-6.5	-0.9	-8.4	1.5	2.3	-3.0	0.5
[3] Cc1oncc1C(=O)Nc1cccc2ccccc12
    0.9	17.5	-2.3	9.1	nt	nt	29.0	-1.8	?	-4.7
[4] O=C(CCl)Nc1cn(-c2ccccc2)nc1-c1ccc(F)cc1
    1.5	13.8	nt	1.3	-0.1	5.3	18.5	-0.4	-0.7	9.0
[5] Cc1cccc(NC(=O)c2ccc(NCCO)c([N+](=O)[O-])c2)n1
    -3.3	3.3	nt	9.0	-0.8	-4.0	-3.1	-0.2	10.1	10.4
[6] Cc1ccc(CN2CCN(CCC(C)C)C(CCO)C2)s1 (stereo not drawn)
    7.7	2.7	nt	10.1	-1.2	4.4	-3.9	0.4	-0.9	5.2
[7] CCOc1ccccc1-n1c(COc2ccccc2)nnc1SCC(N)=O
    -1.2	-6.7	5.7	2.0	-3.6	-9.3	18.0	-2.2	6.4	1.9

# The listing continues.
11. CN(C)S(=O)(=O)c1ccc(S(=O)(=O)N(CC(=O)Nc2ccccc2)CC2CCCO2)cc1 (stereo not drawn)
12. COc1cc2c3c(c1OC)C(=O)CC3CCCC2 (stereo not drawn)
13. O=C(N=c1ccn(-c2nc3ccccc3nc2NS(=O)(=O)c2ccccc2)cc1)c1ccccc1Cl
14. COCCCNC(=O)CC1C[C@H](C(=O)N2CCOCC2)[C@@]2(C)c3[nH]c4ccccc4c3CCN2C1=O (stereo partly drawn)
15. COc1ccc(N2C(=O)/C(=C/c3ccc(C)o3)C(=O)NC2=S)cc1
16. COc1ccc(N2CCN(C(=S)Nc3cccc(C)c3)CC2)cc1
17. Cc1ccc(NC(=O)COC(=O)CN2CSCC2=O)cc1C
18. C#C[C@]1(O)CC[C@H]2[C@@H]3CCC4=Cc5nc6nc7ccccc7n6cc5C[C@]4(C)[C@H]3CC[C@@]21C
19. O=C1CC(N2CCN(Cc3ccc4c(c3)OCO4)CC2)C(=O)N1c1cccc(Cl)c1 (stereo not drawn)
20. COc1ccc(N2C(=O)c3ccccc3NC2c2ccc(OC)c(Cn3nnc4ccccc43)c2)cc1 (stereo not drawn)
compound no.	11	12	13	14	15	16	17	18	19	20
Mtb FBA inh	4.2	10.2	1.3	0.6	0.8	1.5	1.4	2.9	0.0	13.3
CCHF vOTU inh	3.8	2.6	19.3	1.3	-9.6	12.6	0.9	-12.2	-2.5	-12.2
Mtb BioA inh	1.6	-1.9	-3.7	-0.3	1.5	-2.9	-1.6	-1.8	-2.1	nt
GDH-TPI inh	8.6	nt	24.1	0.0	-3.3	6.0	16.6	13.0	-1.9	1.9
Mtb UGM inh	-1.1	nt	1.8	-7.0	nt	-0.2	1.4	8.0	1.6	-6.9
Rv3671c inh	1.3	nt	-0.9	-1.0	nt	-1.7	-5.1	-12.9	-2.6	-0.3
VHR inh abs	28.0	nt	5.7	nt	-3.8	28.7	22.3	nt	18.8	12.6
FadD28 FP inh	-0.6	-2.3	-1.0	-0.7	?	-2.9	1.3	-2.1	-1.0	-3.7
BoNT F protease	5.2	-0.1	5.1	4.4	-24.9	-0.6	5.6	-2.7	-4.1	1.0
MazF activator	12.4	nt	-16.1	4.6	4.6	-6.8	1.9	-120.7	-1.0	3.8

21. CC(C)[C@@H](C(=O)N[C@@H](C(=O)O)c1ccccc1)N1C(=O)N2CCc3c([nH]c4ccccc34)[C@@]2(C)C1=O
22. Cc1ccc(NC(=O)/C(=C\c2cccc([N+](=O)[O-])c2)NC(=O)c2cccs2)cc1
23. COc1ccc(NC(=O)NC[C@@H]2CC[C@@H](Cc3ccc(-c4ccccc4)cc3)O2)cc1
24. O=[N+]([O-])c1cccc(C(=S)N2CCN(c3ccccc3F)CC2)c1
25. Cc1ccccc1CSCCC(=O)NCCC1=CCCCC1
26. CC(=O)Nc1ccc(S(=O)(=O)N2CCN=C2SCc2ccc(F)cc2)cc1
27. C/C(CC1CC(C)(C)OC1=O)=N/Nc1nc(-c2ccccc2)cs1 (stereo not drawn)
28. CCOC(=O)[C@H]1[C@H]2COc3ccccc3[C@@H]2N2C(=O)[C@@H](CO)NC(=O)[C@@]12C
29. Cc1nc2oc(C(=O)c3ccc(Br)cc3)c(N)c2c2c1COC(C)(C)C2
30. CCCCC(CCC(=O)Nc1ccn(-c2ccccc2)n1)C(=O)O (stereo not drawn)
compound no.	21	22	23	24	25	26	27	28	29	30
Mtb FBA inh	4.3	-3.3	-1.6	4.9	-1.8	2.8	1.9	-1.1	4.3	4.5
CCHF vOTU inh	-5.1	17.0	-2.1	-3.1	9.6	22.9	-8.9	2.6	-1.6	-0.2
Mtb BioA inh	-0.2	-0.7	0.4	nt	-3.2	21.8	nt	-0.5	-0.1	-0.8
GDH-TPI inh	4.9	5.5	5.2	3.5	3.8	4.7	7.4	6.8	12.7	-5.3
Mtb UGM inh	-0.2	-0.7	nt	1.1	-0.1	-0.2	1.3	1.0	-1.1	-2.1
Rv3671c inh	-3.7	-6.0	nt	5.1	-16.0	-5.7	10.7	-4.7	2.0	1.4
VHR inh abs	20.6	26.9	nt	1.6	-21.6	-7.8	12.1	nt	9.9	-18.6
FadD28 FP inh	-1.8	-2.8	-4.6	-0.9	-1.9	0.4	-1.0	-17.0	-2.6	-2.8
BoNT F protease	-10.5	-7.8	-5.7	16.3	-7.5	8.2	-5.5	-8.0	14.3	-3.7
MazF activator	3.5	0.0	1.1	8.3	0.2	9.2	-4.5	4.2	14.9	10.2

31. CS(=O)(=O)N1CCCC(C(=O)NCCCN2CCc3ccccc3C2)C1 (stereo not drawn)
32. COC(=O)Nc1ccc(S(=O)(=O)N2CCC(C(=O)NCc3ccc4c(c3)OCO4)CC2)cc1
33. COc1cc(CN2CCC(C(=O)NC(c3ccc(-c4ccccc4)cc3)c3cnccn3)CC2)cc(OC)c1 (stereo not drawn)
34. CN(C)CCNC(=O)C(=O)Nc1ccc2c(c1)N(S(=O)(=O)c1cccs1)CCC2
35. COc1ccc(NC(=S)Nc2ccc(N(C)C(C)=O)cc2)cc1
36. O=C(CCC(=O)N1CCN(c2ccc(F)cc2)CC1)N1CCN(c2ccc(F)cc2)CC1
37. Cc1nn(C)c(C(=O)Nc2ccc(S(=O)(=O)NC34CC5CC(CC(C5)C3)C4)cc2)c1Br
38. Cc1cc(SCC(N)=O)nc(SCC(=O)c2ccccc2)n1
39. O=C(Nc1cccnc1)c1cc2cc(Br)ccc2o1
40. CCN(C(=O)Nc1cccc2ccccc12)c1ccccc1
compound no.	31	32	33	34	35	36	37	38	39	40
Mtb FBA inh	1.5	-2.2	-4.0	0.8	-2.1	1.2	5.5	-1.7	-0.3	75.4*
CCHF vOTU inh	-2.2	-4.4	5.6	-6.1	5.4	-10.2	nt	-3.8	23.3	-22.3
Mtb BioA inh	-1.1	-0.4	-1.4	nt	0.2	1.0	-2.7	1.3	6.1	-3.6
GDH-TPI inh	6.1	6.0	-1.5	2.1	-4.1	1.5	-0.8	-4.6	5.9	3.9
Mtb UGM inh	3.2	2.7	nt	-0.4	3.5	-4.6	2.6	-0.9	-2.2	nt
Rv3671c inh	-0.8	-1.0	nt	3.1	-7.6	3.0	-9.0	-2.0	-6.3	nt
VHR inh abs	17.0	nt	nt	nt	-2.7	-3.2	4.2	-16.7	1.7	nt
FadD28 FP inh	-0.8	-2.0	-10.3	-1.8	-2.6	0.0	-1.4	-0.1	0.0	0.2
BoNT F protease	-5.5	0.7	1.7	5.2	-1.9	41.0*	-7.7	-11.7	-0.4	-3.4
MazF activator	2.4	6.5	nt	-4.0	-5.9	3.2	-3.2	1.9	14.2	-0.5

41. COc1ccc2[nH]c(C(=O)O)c(CCN3C(=O)c4ccc(C(=O)O)cc4C3=O)c2c1
42. O=C1CCN(Cc2ccc([N+](=O)[O-])cc2)CCN1[C@H](CO)c1ccccc1
43. O=C(O)c1ccc(CSc2nnc(-c3ccccc3Br)o2)cc1
44. Cc1ccc(NS(=O)(=O)c2ccc3c(c2)CC(=O)N3)cc1C
45. COc1cc(OC)cc(C(=O)N[C@H](C(=O)OCC(=O)Nc2ccc(F)c(F)c2F)C(C)C)c1
46. COc1ccc(NC(=O)c2oc3ccc(S(=O)(=O)N4CCC5(CC4)OCCO5)cc3c2C)cc1
47. Cc1cccc(NC(=O)CNC(=O)c2sc3ccccc3c2Cl)n1
48. CC(C)c1nc(N2CCOCC2)c(C#N)c2c1CCC2
49. C=CCN1C(=O)CSc2ccc(C(=O)NCc3cccs3)cc21
compound no.	41	42	43	44	45	46	47	48	49
Mtb FBA inh	2.5	-0.4	1.6	0.2	-1.0	-1.9	5.0	22.5	4.2
CCHF vOTU inh	2.2	7.0	-6.9	-1.1	15.2	-5.4	-3.0	0.1	8.3
Mtb BioA inh	-3.0	-0.7	0.4	-0.5	-4.0	-0.3	-2.6	0.4	3.2
GDH-TPI inh	-4.4	-2.8	-4.2	-5.3	8.5	10.8	10.1	0.0	13.4
Mtb UGM inh	-0.3	-0.7	-0.4	-1.7	2.0	0.2	-1.9	-4.2	2.1
Rv3671c inh	-9.0	-10.2	-0.2	-29.5	-4.6	-12.5	-8.1	6.3	4.3
VHR inh abs	-1.2	12.7	-7.4	13.4	11.1	25.3	nt	17.9	20.6
FadD28 FP inh	-2.6	-3.2	-5.2	-1.7	-2.9	-4.8	-0.8	0.2	-0.5
BoNT F protease	-1.2	-2.0	?	1.9	5.2	-22.9	?	13.8	-5.8
MazF activator	4.0	-1.6	-3.5	8.6	-3.7	0.7	-3.0	4.1	1.7
